IP6K1 inhibitor – blocks human inositol hexakisphosphate kinase 1. IP6K1 kinase, ADP-Glo luminescence, 2 h; active compounds read low. activity change, % (series mostly up to about 58 µM). 0.81% of 140,000 active. AID 1645851; in the data active means activity change below about -25%
Target sequence (Q92551 whole entry, looked up): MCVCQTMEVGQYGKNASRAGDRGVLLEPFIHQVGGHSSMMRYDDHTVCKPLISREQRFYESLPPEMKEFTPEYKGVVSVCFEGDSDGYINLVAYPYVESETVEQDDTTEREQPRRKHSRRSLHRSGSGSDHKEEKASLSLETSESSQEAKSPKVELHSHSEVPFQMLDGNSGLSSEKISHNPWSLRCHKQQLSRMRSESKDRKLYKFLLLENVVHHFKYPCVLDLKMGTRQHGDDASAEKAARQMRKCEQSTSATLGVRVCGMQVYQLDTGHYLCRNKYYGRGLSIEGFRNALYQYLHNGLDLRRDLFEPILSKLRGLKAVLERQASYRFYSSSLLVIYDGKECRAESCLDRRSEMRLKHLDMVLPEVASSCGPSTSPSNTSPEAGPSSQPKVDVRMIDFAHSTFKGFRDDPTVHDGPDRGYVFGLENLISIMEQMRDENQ
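ADP-Glo luminescence measures ADP made by human IP6K1 during a 2 h RT reaction with ATP/IP6 (mix at 1.3 mM/130 uM); top library doses 57.5 and 19.1 uM final.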
FLuc inh – Photinus pyralis luciferase inhibition; Potency, µM (series often up to 115 µM), for the others: at the top dose activity change, negative = inhibition, usual class: inhibitors; 2.5% of 76,000 active; AID 1347043; purified P. pyralis luciferase, luminescence, biochemical; P08659; further: potency means the concentration at half of the fitted maximal effect; nearly all actives have a fitted effect of over 65% in size
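FLuc 10nM, D-luciferin 10uM, ATP 10uM, Mg acetate 10mM, Tris acetate pH 7.5, Tween/BSA; cpd qHTS; enzyme added last; CCD luminescence.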
HEK cytotox – HEK 293 cell cytotoxicity | HEK 293 viability, ATP luminescence (CellTiter-Glo), 48-72 h | Potency, µM (top dose mostly 115 µM), without a hit: at the top dose activity change, negative = cytotoxicity, most hits filed as inhibitors | 6.6% of 94,000 active | AID 1345083; further: potency means the concentration at half of the fitted maximal effect; nearly all actives have a fitted effect of over 60% in size
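HEK 293 cells at 250 cells/well were exposed to compounds by pintool transfer for 48 or 72 hr at 37 degree Celsius, 5% CO2. Viability was read as ATP-coupled luminescence with CellTiter-Glo after 10 min at room temperature.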
HEK293 viab – reduces viability of HEK-293 SNCA reporter cells | HEK-293-SNCA-luc viability, GF-AFC fluorescence, 24 h | AID 1671193 | 0.12% of 150,000 active | Potency, µM (doses to about 57.1 µM), inactives show top-dose activity change, negative = cytotoxicity, hits mostly cytotoxic;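 further: potency means the concentration at half of the fitted maximal effect; 0% = DMSO-treated cells and -100% = medium-only wells without cells; nearly all actives have a fitted effect of over 30% in size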
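Cytotoxicity counterscreen: after 24 h compound treatment of genome-edited SNCA-luciferase HEK-293 cells, live-cell protease substrate GF-AFC read by fluorescence after 30 min; activity scaled between DMSO (0%) and medium-only (-100%), curves Hill-fitted.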
SNCA expr inh – inhibitors of alpha-synuclein (SNCA) gene expression. HEK-293 SNCA-luciferase knock-in, luminescence, 24 h. Potency, µM (titrated, usually from 57.2 µM), for the others: at the highest dose activity change, negative = inhibition, most hits filed as inhibitors. 0.17% of 140,000 active. AID 1671194;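 further: potency means the concentration at half of the fitted maximal effect; plate controls were DMSO cells for no effect and cell-free wells for full effect; nearly all actives have a fitted effect of over 45% in size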
GPT2 inh – GPT2 alanine aminotransferase inhibition | Q8TD30 | Recombinant GPT2, coupled pyruvate oxidase/HRP Amplex Red fluorescence | Potency, µM (series often up to 57.7 µM), for the others: at the top dose activity change, negative = inhibition, usual class: inhibitors | 0.25% of 100,000 active; further: potency means the concentration at half of the fitted maximal effect; nearly all actives have a fitted effect of over 60% in size; many of its hits are not listed in these tables
Target sequence (Q8TD30 whole entry, looked up): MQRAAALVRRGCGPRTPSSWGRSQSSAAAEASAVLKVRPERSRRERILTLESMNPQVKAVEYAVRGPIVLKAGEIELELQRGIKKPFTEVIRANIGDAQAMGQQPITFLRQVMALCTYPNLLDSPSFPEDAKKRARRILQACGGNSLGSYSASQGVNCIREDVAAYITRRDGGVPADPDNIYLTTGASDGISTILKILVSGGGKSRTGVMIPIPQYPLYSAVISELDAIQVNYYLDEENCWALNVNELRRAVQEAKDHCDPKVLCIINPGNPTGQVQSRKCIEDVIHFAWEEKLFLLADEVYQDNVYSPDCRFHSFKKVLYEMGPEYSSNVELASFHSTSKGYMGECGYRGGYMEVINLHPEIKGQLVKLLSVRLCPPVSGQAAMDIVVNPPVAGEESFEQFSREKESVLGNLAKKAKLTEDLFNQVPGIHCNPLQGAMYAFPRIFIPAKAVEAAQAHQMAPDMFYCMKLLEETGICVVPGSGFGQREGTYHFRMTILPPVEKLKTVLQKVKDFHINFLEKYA
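Fluorescence read-out: pyruvate from GPT2 turnover coupled to pyruvate oxidase, HRP and Amplex Red (0.2mM ThPP, 0.2U/mL PO and HRP, 50uM Amplex final). Substrates 250uM a-KG, 2mM L-alanine; enzyme 10ng/uL; 30 min RT.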
NIH3T3 tox – kills NIH 3T3 cells; NIH 3T3 viability, CellTiter-Glo ATP luminescence, 48-72 h; Potency, µM (series often up to 96.7 µM), without a hit: top-dose activity change, negative = cytotoxicity, usual class: inhibitors; 4.3% of 94,000 active; AID 1345082; further: potency means the concentration at half of the fitted maximal effect; nearly all actives have a fitted effect of over 55% in size
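Cytotoxicity is measured as loss of cellular ATP: NIH 3T3 cells (400/well) are exposed to compound for 48 or 72 hr at 37 °C, then CellTiter-Glo luminescence is imaged after 10 min at room temperature.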
The depositor's hits bear a star; i = inactive; ? = inconclusive; . = no result given; [ ] = another dose, or the depositor's remark. Unless noted, the call rests on the fitted dose curve; in most records, active means well fitted curve in the direction sought with a large enough effect; inconclusive means small, poorly fitted or top-dose-only effect, or another doubt; inactive means no such curve, though single readings can be large; an effect the other way counts as inactive or inconclusive. Unless noted, on the % scale 0 is the no-effect control and ±100 the full control effect. Only part of the results is shown; count on the stated rates, not on these rows.

SMILES	IP6K1 inhibitor	FLuc inh	HEK cytotox	HEK293 viab	SNCA expr inh	GPT2 inh	NIH3T3 tox
COc1ccc(-c2cc(N3CCCC(NC(=O)c4cc(Cl)ccc4F)C3)n[nH]2)cc1 (configuration not stated)	0	-18%	?	-11%	11%	?	?
Cc1ccccc1CNC(=O)CCCn1c(=O)c2cccn2c2cccnc21	8	.	.	11%	-9%	.	.
CC(C)CCNC(=O)N1CC(C(=O)N(C)C)C2(CCOCC2)C1 (configuration not stated)	7	-9%	-7%	2%	-19%	-3%	?
CCOC(=O)CCNC(=O)N1CCC[C@H](n2c(=O)n(CC3CC3)c3cccnc32)C1	28	11%	-1%	13%	26%	i	-12%
O=C(C1CCCC1)N1CC2(CCN(C3COC3)CC2)Cc2ccccc21	-3	.	-10%	1%	-14%	i	?
COc1ccc2nc3n(c2c1)[C@@H](CNC1CCN(C)CC1)COC3	13	0%[172 µM]	i	-8%[87.6 µM]	13%[87.6 µM]	-2%[88.5 µM]	i
CC(C)C1(O)NC(=O)C(CC2(O)c3ccccc3N3C(=O)C(C)(C)NC32)n2c1nc1ccccc1c2=O (configuration not stated)	-7	.	.	-12%[23.9 µM]	.	i	.
O=C(Nc1ccc(C2(C(=O)NCc3ccc(F)cc3Cl)CCC2)cc1)C1CC1	7	-8%	?	4%	0%	i	?
O=S(=O)(c1cccc(F)c1)N1CCC2(CC1)CC(Cc1nc(C3CC3)no1)CCO2 (configuration not stated)	-3	1%	45µM*	-8%	-12%	3%	?
COc1ccnc(-c2nnc3ccc(N4CCN(C(=O)c5ccco5)CC4)nn23)c1	-17	-2%[172 µM]	0%[172 µM]	8%[87.6 µM]	-16%[87.6 µM]	i	?
COc1cccc(CN2C[C@@H](Oc3ccccc3)C[C@H]2C(N)=O)c1	4	.	?	5%	-1%	-6%	?
Cc1ccc(N2Cc3c(ncnc3N3CCOCC3)N(C)CC2=O)cc1	-3	-10%	1%	?	-17%	i	-17%
CN(C)c1nc2c(c(=O)[nH]1)CCN(Cc1ccc(F)c(Br)c1)CC2	13	1%	0%	7%	-19%	-2%	-2%
CCC(=O)Nc1ccc(C(=O)N2CCC3(CC2)CN(C)CCN3C)cc1	9	-4%	-15%	17%	6%	4%	-4%
CNC(=O)c1cc(C)nc2onc(C3CCCN3C(=O)c3ccc(OC)cc3)c12 (configuration not stated)	9	.	-17%	.	.	.	-17%
Cc1cccc(CNC(=O)[C@H]2CCC[C@H]2NC(=O)c2ccncc2)c1	8	-4%	-26%	7%	7%	i	-9%
COCc1nc(C2CC(N)C2)cc(N(C)Cc2noc3c2CCCC3)n1 (configuration not stated)	24	5%	-20%	-3%	-23%	i	-26%
COc1ccc(-c2cnc3[nH]cc(CC(=O)NCc4cnccn4)c3c2)cc1	-17	?	?	2%[87.6 µM]	9%[87.6 µM]	1%[88.5 µM]	32µM*
COCC(=O)N[C@@H](Cn1ccc(=O)[nH]c1=O)C(=O)O	5	0%[230 µM]	-4%[230 µM]	6%[87.6 µM]	-2%[87.6 µM]	-10%[88.5 µM]	2%[230 µM]
COc1ccc(OCC(=O)Nc2ccc(Cl)c(-c3nc4ncccc4o3)c2)cc1	12	.	.	13%	11%	.	.
COc1ccc(S(=O)(=O)N2CCc3c(C(=O)NC4CC4)cccc32)cc1	-8	7%	-31%	3%	-20%	-16%	-24%
COC(=O)c1sccc1S(=O)(=O)N(CC(=O)NCc1ccc(C)cc1)c1ccc(C)cc1	-7	.	.	-19%	-24%	.	.
COc1ccc(OC)c(NC(=O)Cn2c(=O)cc(-c3ccccc3)c3c(C)nn(C)c32)c1	0	.	.	?	-15%	.	.
O=C(c1cccc(F)c1)N1CCC2(CC1)CC(OCC1CC1)CCO2 (configuration not stated)	12	0%	-6%	7%[12.5 µM]	10%	i	-8%
COc1cccc(-c2cnc3n[nH]c(-c4ccc(F)cc4C)c3n2)c1	25	-16%[172 µM]	-23%[172 µM]	7%[87.6 µM]	-25%[87.6 µM]	-34%[88.5 µM]	?
O=C(O)CC[C@@H]1CN(CCn2cc(Cl)cn2)CC[C@@H]1N1CCOCC1	-3	0%	-11%	-13%	11%	i	0%
Cc1ccc(-c2cccc(CN3CCCC(NC(=O)c4ccccc4)C3)c2)cc1Cl (configuration not stated)	5	.	-23%	-20%	-3%	?	-24%
COc1cccc(C(=O)N2C(C(=O)NCC(C)C)COC23CCN(C(=O)c2ccccc2F)CC3)c1 (configuration not stated)	23	1%	-16%	2%	31%[activator]	-3%	-14%
CC(C)N(C)Cc1nnnn1CC(=O)NCC1CCCN(c2ncccn2)C1 (configuration not stated)	15	0%	-5%	2%	-3%	?	-11%
CCN(CC)CCCNC(=O)c1cnc(SC)nc1-c1ccccc1	-4	.	.	-4%	-26%	.	.
CCOCCCn1c(SCC(=O)Nc2ccc(C)cc2)nc2ccccc2c1=O	19	.	.	-27%	0%	.	.
CC(c1cccs1)N(C)Cc1ccccn1 (configuration not stated)	5	-8%[230 µM]	-4%[230 µM]	8%[87.6 µM]	-4%[87.6 µM]	i	-10%[174 µM]
C#CCNC(=O)C1CCN(c2nccc(Nc3ccc(C)cc3)n2)CC1	-8	.	50µM*	-13%[12.5 µM]	56%[activator][87.6 µM]	i	?
O=C(c1ccccc1F)N1CCCC(CN2CCOCC2)CC1 (configuration not stated)	-11	-4%	-22%	4%	-4%	i	-7%
CCOC(=O)c1c(C)c(-c2ccccc2)n(CC(=O)NCc2ccccc2)c1C	17	.	.	0%	0%	.	.
Cc1cc(C2CCCN2C(=O)c2ccccc2)on1 (configuration not stated)	1	-4%	i	5%	-17%	i	i
Cc1cc(N2CCN(c3cccc(C)c3C)CC2)n2nc(C)c(-c3ccc(Cl)cc3)c2n1	-14	.	.	-12%	?	.	.
COc1ccc(CN2C[C@@H](CO)[C@H](NC(C)=O)C2)cc1Br	-2	-2%	-3%	-16%	5%	-26%	-9%
O=C(c1ccc(F)c(Cl)c1)N1CCC(Cc2nc(-c3cnccn3)no2)CC1	-23	-18%	?	-8%	?	i	32µM*
CCOC(=O)Cn1c(=O)n(C2CCCCC2)c2nc(-c3ccc(OC)cc3)nc(C(N)=O)c21	15	.	.	8%	63%[activator]	.	.
Cc1ccccc1OCC(=O)Nc1ccc(C(=O)OCc2cc(=O)n3c(C)csc3n2)cc1	27	.	.	22%	-12%	.	.
CCOc1ccccc1NS(=O)(=O)c1cc2[nH]c(=O)c(=O)[nH]c2cc1C	-4	.	.	-24%	5%	.	.
Cc1ccc(NC(=O)Cn2c(N(C)Cc3ccccc3)nc(C)cc2=O)c(C)c1	-14	0%	-28%	-2%	?	i	?
COc1ccc(NC(=O)C(C)n2nc(-c3cc(C)ccc3C)c3c(c2=O)CCCC3)cc1 (configuration not stated)	-11	.	.	-13%	?	.	.
Cc1cc(C(=O)N2CCC(c3noc(-c4ccncc4)n3)C2)nn1C (configuration not stated)	3	0%	-6%	-3%	6%	i	-23%
COc1ccc(CN[C@H]2C[C@H]3C(=O)NC[C@@H](CCC(=O)NCc4ccccc4)N3C2)cc1	4	-9%	-12%	-2%	27%	-29%	-32%
OC[C@@H]1CN(Cc2cccc(F)c2)C[C@H]1c1nc(-c2ccncc2)no1	-7	-22%	45µM*	-3%	11%	-2%	-17%
COc1ccc(CCN2CCC(CNC(=O)c3cnn(-c4cccc(Cl)c4)c3C3CCN(C(=O)OC(C)(C)C)CC3)CC2)cc1	-4	.	.	?	?	.	.
CC(C)c1ccc(S(=O)(=O)c2nnn3c2nc(N2CCOCC2)c2ccccc23)cc1	7	.	i	8%	0%	3%	1%
COCCNC(=O)C1COC2(CCN(C(=O)c3ccccc3F)CC2)N1C(=O)c1cccc(F)c1 (configuration not stated)	4	-7%	-16%	11%	7%	3%	-8%
CCN1C(=O)CCC2(C(=O)NC(C)C)CCCC=C12 (configuration not stated)	7	1%	3%	1%	-22%	i	-9%
COc1ccccc1C(=O)Nc1nc(-c2ccccc2)ns1	-4	.	.	13%	53%[activator]	.	.
COCCNC(=O)C[C@@H]1c2nc(NC(=O)c3ccc(F)cc3)sc2C[C@@H]2[C@](C)(CO)[C@H](O)CC[C@]21C	-15	4%	1%	3%	16%	i	-8%
O=C1CCN(S(=O)(=O)c2ccccc2)CCCC(C(=O)NC2CC2)CCN1 (configuration not stated)	4	-2%	i	0%	19%	i	2%
CC[C@@H](Nc1ncnc2c1CN(C1CCNCC1)C(=O)CN2C)c1ccccc1	-2	.	i	2%	-4%	1%	2%
CCc1ccccc1NC(=O)C1CCCN(c2nnc(-n3c(C)ccc3C)s2)C1 (configuration not stated)	11	.	.	-21%	1%	.	.
COc1cccc(-c2nc(N3CCOCC3)cc3c2CN(CC2CC2)C3=O)c1OC	0	0%[172 µM]	-27%[172 µM]	-1%[87.6 µM]	-11%[87.6 µM]	1%[88.5 µM]	?
Cc1ccc(-n2ccn(CC(=O)NCCc3ccccc3)c(=O)c2=O)cc1C	11	.	.	-3%	42%[activator]	.	.
CC(C)(C)CCN1CC(Oc2cccc(C(=O)N3CCCC3)c2)C1	9	-6%	-4%	-13%	0%	-9%	2%
Cc1ccc(-c2nn(-c3ccccc3)c3c2cnc2ccccc23)cc1C	-5	.	.	5%	23%	.	.

Compound profiles (already shown).
`COc1ccc(CCN2CCC(CNC(=O)c3cnn(-c4cccc(Cl)c4)c3C3CCN(C(=O)OC(C)(C)C)CC3)CC2)cc1` is entered as IP6K1 inhibitor = -4; FLuc inh = .; HEK cytotox = .; HEK293 viab = ?; SNCA expr inh = ?; GPT2 inh = .; NIH3T3 tox = .
`OC[C@@H]1CN(Cc2cccc(F)c2)C[C@H]1c1nc(-c2ccncc2)no1` is entered as IP6K1 inhibitor = -7; FLuc inh = -22%; HEK cytotox = 45µM*; HEK293 viab = -3%; SNCA expr inh = 11%; GPT2 inh = -2%; NIH3T3 tox = -17%

Going on with the list:
SMILES	IP6K1 inhibitor	FLuc inh	HEK cytotox	HEK293 viab	SNCA expr inh	GPT2 inh	NIH3T3 tox
COCc1noc([C@@H]2CN(Cc3cc(C)nn3C)C[C@H]2C(N)=O)n1	37	0%	-5%	3%	?	?	-19%
Cc1cc2cc(C(=O)N3CCN(c4ncccc4C#N)CC3)ccc2o1	10	3%	-11%	-28%	16%	-4%	-20%
COCC1CN(C(C)=O)CC12CCN(Cc1cccn1C)CC2 (configuration not stated)	3	-1%	-6%	4%	-20%	3%	-1%
CCCN1C(=O)C(CC(=O)N2CCN(C)CC2)Sc2ncccc21 (configuration not stated)	4	8%	1%	6%	-4%	i	5%
O=C(c1ccc2nnc(C3CCCC3)n2c1)N1CCOCC1	-2	.	i	-2%[87.6 µM]	2%[87.6 µM]	i	-9%[138 µM]

Screening results: PubChem, National Center for Advancing Translational Sciences (NCATS)
